RBX1-CUL1 inh = inhibitors of human ROC1-CUL1 ubiquitin ligase activity; in vitro K48 di-Ub FRET, acceptor:donor ratio, 45 min; inhibition, % at 10 µM; hit rate 0.6% among 140,000; AID 1347404; in the data active means inhibition above about 25%
Target sequence (P62877 whole entry, looked up): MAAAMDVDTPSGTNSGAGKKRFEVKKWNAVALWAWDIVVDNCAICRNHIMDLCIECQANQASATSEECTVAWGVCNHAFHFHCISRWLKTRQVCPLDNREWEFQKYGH
Target sequence (Q13616 whole entry, looked up): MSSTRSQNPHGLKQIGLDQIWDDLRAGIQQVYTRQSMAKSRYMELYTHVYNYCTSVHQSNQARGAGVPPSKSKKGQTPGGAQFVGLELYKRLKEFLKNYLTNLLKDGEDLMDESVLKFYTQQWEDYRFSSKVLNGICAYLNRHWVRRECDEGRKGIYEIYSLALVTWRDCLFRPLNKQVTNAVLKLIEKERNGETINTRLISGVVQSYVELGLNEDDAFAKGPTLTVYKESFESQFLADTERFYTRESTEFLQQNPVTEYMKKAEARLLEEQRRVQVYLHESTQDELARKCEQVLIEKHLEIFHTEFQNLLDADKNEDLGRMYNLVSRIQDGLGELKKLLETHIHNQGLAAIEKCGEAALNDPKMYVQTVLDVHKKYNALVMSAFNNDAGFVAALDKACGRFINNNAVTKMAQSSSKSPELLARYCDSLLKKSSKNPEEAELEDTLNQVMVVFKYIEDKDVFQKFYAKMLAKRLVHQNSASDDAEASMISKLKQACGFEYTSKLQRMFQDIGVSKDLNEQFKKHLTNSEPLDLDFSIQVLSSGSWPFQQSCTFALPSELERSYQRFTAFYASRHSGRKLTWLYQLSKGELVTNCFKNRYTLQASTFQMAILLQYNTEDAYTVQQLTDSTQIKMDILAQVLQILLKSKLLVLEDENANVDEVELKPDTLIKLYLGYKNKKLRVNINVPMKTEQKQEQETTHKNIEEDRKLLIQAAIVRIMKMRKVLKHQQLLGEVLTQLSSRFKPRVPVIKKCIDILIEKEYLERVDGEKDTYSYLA
Starred values were filed as active, the others as inactive.

RBX1-CUL1 inh | Structure
-1 | CCOC(=O)C1C(C)=NC(SCC(=O)NC(C)(C)C)=C(C#N)C1c1cccs1 (stereo not given)
-7 | COCCCNC(=O)C1CCCN(S(=O)(=O)c2ccc3c(c2)oc(=O)n3C)C1 (stereo not given)
2 | Clc1ccc2nc3c(nc2c1)Oc1ccccc1O3
5 | CCOc1cc(/C=N/NC(=O)c2ccc(OC)cc2)ccc1OCc1c(Cl)cccc1Cl
2 | COc1ccc(OC)c(C(=O)c2coc3ccc(OCC(=O)O)cc23)c1
3 | COc1cc(CNC(=O)C(Cc2ccccc2)NC(=O)c2ccccc2)cc(OC)c1OC (stereo not given)
2 | Cc1cccc(CC(=O)Nc2ccc3nc(N4CCC(C)CC4)cc(C)c3c2)c1
-6 | CCOC(=O)Cc1nc(C(=O)OCC)c(N)n1Cc1ccc(OC)cc1
4 | CCOC(=O)c1ccc(NC(=O)COc2c(Br)cc(/C=C3/C(=O)NC(=O)N(c4cccc(C)c4)C3=O)cc2OCC)cc1
8 | CSc1nnc2c(n1)OC(c1cc(C)ccc1C)Nc1ccccc1-2 (stereo not given)
-3 | Cc1ccc(OS(=O)(=O)c2cc(Br)ccc2Br)c(/C=N/N=C2\NC(=O)C(C)S2)c1 (stereo not given)
-10 | Cc1ccc(S(=O)(=O)N2CCCc3cc(NS(=O)(=O)c4ccc(F)c(C)c4)ccc32)cc1
-8 | O=C1c2cccc3cccc(c23)C(=O)C1c1ccc2ccccc2n1
1 | O=C(Cc1nnc(Nc2ccccc2)s1)NNC(=O)c1ccc(Cl)cc1Cl
-5 | O=C(Nc1ccc(-c2ccccc2C(F)(F)F)s1)C(F)(F)F
-7 | CCC(OC(=O)c1ccccc1NC(=O)c1ccco1)C(=O)c1ccccc1 (stereo not given)
8 | CC(NC(=O)c1ccc(N2CCOCC2)cc1)c1ccccc1 (stereo not given)
-2 | CCCNc1ccc(-c2nc(-c3ccccn3)no2)cc1[N+](=O)[O-]
-2 | CCc1cc2c(=O)n(-c3ccccc3)c(SCC(=O)N/N=C/c3ccccc3O)nc2s1
7 | N#Cc1nc2cc(F)c(N3CCSCC3)cc2nc1-c1ccccc1
1 | CSc1ccc(OCC(=O)O)cc1C
9 | O=C(Oc1c(Cc2ccccc2)c(=O)oc2ccccc12)c1ccco1
9 | CCOC(=O)C1(CCOC)CCCN(Cc2cc3ccccc3o2)C1 (stereo not given)
5 | O[C@H]1CN(C/C(Cl)=C/c2ccccc2)C[C@@H]1N1CCOCC1
49* | O=C(/C=C/c1cccnc1)c1ccc(F)cc1
0 | Cc1ccc(C)c(-n2c(CCC(=O)O)ccc2-c2ccc(Cl)cc2)c1
8 | COc1ccc(N(CC(=O)NC(C(C)C)C(C)C)S(=O)(=O)c2ccc(C)cc2)cc1OC
6 | Cc1ccc(C)c(NC(=O)CSc2c3c(nc4ccc(Cl)cc24)CCCC3)c1
4 | Cc1ccc(-n2c(SCc3ccccc3C)nc3[nH]ncc3c2=O)cc1C
-7 | COc1cc(C2C3=C(CC(C)(C)CC3=O)N(CC(=O)O)C3=C2C(=O)CC(C)(C)C3)ccc1OCc1ccc(Cl)cc1Cl

3 entries from above, field by field.
Cc1ccc(C)c(-n2c(CCC(=O)O)ccc2-c2ccc(Cl)cc2)c1
  RBX1-CUL1 inh: 0

COc1ccc(N(CC(=O)NC(C(C)C)C(C)C)S(=O)(=O)c2ccc(C)cc2)cc1OC
  RBX1-CUL1 inh: 8

Cc1ccc(C)c(NC(=O)CSc2c3c(nc4ccc(Cl)cc24)CCCC3)c1
  RBX1-CUL1 inh: 6

The list goes on.
RBX1-CUL1 inh | Structure
8 | CCc1ccc(OCC(=O)N2CCN(S(C)(=O)=O)CC2)cc1
5 | Cc1[nH]n(-c2ccccc2)c(=S)c1C=NCCCCN=Cc1c(C)[nH]n(-c2ccccc2)c1=S
0 | Cc1cccc(NC(=O)c2ccccc2C(=O)O)c1C
-10 | O=S(=O)(Cc1ccc(Cl)c(Cl)c1)N1CCCCC1
-8 | CCOc1ccc(CNC(=O)C2CCCN(c3nc4c(C)cc(C)cc4s3)C2)cc1 (stereo not given)
0 | Fc1ccccc1N1CCN(C(=S)Nc2ccc(OC(F)F)cc2)CC1
3 | O=S(=O)(NCc1ccccn1)c1ccc(Oc2ccccc2Cl)cc1
3 | CCN(CC)S(=O)(=O)c1nnc(NC(=O)c2ccccc2Cl)s1
-5 | Cc1nn2c(C(F)(F)F)cc(-c3ccc(Cl)cc3)nc2c1C(N)=O
7 | CSc1cccc(CNC(C)c2cnn(-c3cccc(F)c3)c2C)c1 (stereo not given)
5 | O=C(NC1CCCC1)c1ccc(N2CCC(NC(c3ccncc3)c3ccc(Cl)cc3)CC2)cc1 (stereo not given)
-2 | Cc1ccc(Nc2c(-c3ccc(N4CCOCC4)cc3)nc3ccc(C)cn23)cc1
8 | CCOc1cccc(NC(=O)C2CCCCC2)c1
-18 | CCC(=O)N1CCc2cc(Br)cc(S(=O)(=O)CCC(=O)NCc3ccc(C)cc3)c21
-8 | CCC(C)NC(=O)CCc1c(C)nc2cc(-c3ccc(OC)cc3OC)nn2c1C (stereo not given)
-1 | COc1cccc(C(=O)NCc2cn3ccccc3n2)c1
89* | COc1c(I)cc(I)cc1/C=C1\C(=O)NN(c2ccc(Cl)c(Cl)c2)C1=O
3 | Cc1ccc(-c2cn3c(n2)sc2cc(C(=O)NC4CCCCCC4)ccc23)cc1
7 | COC(=O)c1ccc(C2Nc3ccc(Br)cc3C(=O)N2c2cccc(OC)c2)cc1 (stereo not given)
4 | C=CCn1c(N2CCOCC2)nc2ccccc21
-2 | CCc1c(C)c2ccc(O)c(CN3CCN(c4ccccc4)CC3)c2oc1=O
-3 | Cc1cc(Cl)ccc1OCC(=O)Nc1ccc(N(C)C)cc1
3 | COc1cccc(OCc2cc(C(=O)NCC3CCOCC3)n[nH]2)c1
0 | CC(=O)N1CCN(c2ncccc2CNC(=O)Nc2cccc(F)c2)CC1
10 | CC(Cc1ccccc1)N1C(=O)c2cccc3cccc(c23)C1=O (stereo not given)
7 | CC(Sc1nnc2n(C)c3ccccc3n12)C(=O)O (stereo not given)
3 | O=C(c1cc(-c2ccc(O)cc2)on1)N1CCN(c2ccccc2)CC1
6 | Cn1cc(CN2CCC(C3CCN(CCc4ccccc4)C3)CC2)cn1 (stereo not given)
-3 | Clc1ccc2nc(-n3ncc4c3CCCC4)sc2c1
4 | Cc1cccc(C2=N/C(=C\c3ccc(-c4cccc(Cl)c4)o3)C(=O)O2)c1

Ordered by the number under RBX1-CUL1 inh (lowest first): some entries from above.
RBX1-CUL1 inh | Structure
-3 | Clc1ccc2nc(-n3ncc4c3CCCC4)sc2c1
3 | Cc1ccc(-c2cn3c(n2)sc2cc(C(=O)NC4CCCCCC4)ccc23)cc1
4 | C=CCn1c(N2CCOCC2)nc2ccccc21
6 | Cn1cc(CN2CCC(C3CCN(CCc4ccccc4)C3)CC2)cn1 (stereo not given)

Copied from the list:
Under RBX1-CUL1 inh, CCc1c(C)c2ccc(O)c(CN3CCN(c4ccccc4)CC3)c2oc1=O has -2
Under RBX1-CUL1 inh, COC(=O)c1ccc(C2Nc3ccc(Br)cc3C(=O)N2c2cccc(OC)c2)cc1 (stereo not given) has 7
Under RBX1-CUL1 inh, Clc1ccc2nc(-n3ncc4c3CCCC4)sc2c1 has -3
Under RBX1-CUL1 inh, COc1cccc(OCc2cc(C(=O)NCC3CCOCC3)n[nH]2)c1 has 3
Under RBX1-CUL1 inh, Cn1cc(CN2CCC(C3CCN(CCc4ccccc4)C3)CC2)cn1 (stereo not given) has 6

Returning to the listing with the 2 entries that preceded the break.
RBX1-CUL1 inh | Structure
-3 | Clc1ccc2nc(-n3ncc4c3CCCC4)sc2c1
4 | Cc1cccc(C2=N/C(=C\c3ccc(-c4cccc(Cl)c4)o3)C(=O)O2)c1
5 | Cc1cc(C)n(C(=O)CNc2cccc(Cl)c2C)n1
0 | c1ccc(-c2noc(CN3CCN(C4CCCC4)CC3)n2)nc1
1 | CCc1cccc(NC(=O)CC2Oc3ccc(C)cc3NC2=O)c1 (stereo not given)
-2 | CC1=Nc2nc(SCc3ccccc3Cl)nn2C(C(C)C)C1C(=O)Nc1ccc(C)cc1C (stereo not given)
4 | N#Cc1ncc(Cl)c2ccccc12
-3 | O=C(/C=C/c1ccccc1)NCC1CC(Cc2ccc(F)cc2)=NO1 (stereo not given)
11 | CCN(CC)CCNC(=O)c1cc2c(=O)[nH]c3ccc(C)cc3c2s1
-12 | Cc1cccc(NC(=O)N2CCN(Cc3ccc(Cl)cc3)CC2)c1
-6 | CO/N=C/c1ccc(Oc2ccc([N+](=O)[O-])cc2[N+](=O)[O-])c(OC)c1
5 | CCCc1[nH]nc2c1C(c1ccc(OC(=O)N3CCOCC3)c(OCC)c1)C(C#N)C(=N)O2 (stereo not given)
0 | O=c1[nH]c(=O)n(C2OC(CO)CC2(F)F)cc1I (stereo not given)
-5 | Cc1cc(OC(=O)c2ccc(F)cc2)c(C(C)C)cc1Cl
1 | Cc1ccsc1C(=O)N/N=C/c1ccc2ccccc2c1O
-2 | Cn1c(SCc2ccc(Cl)c(Cl)c2)cc(=O)n(C)c1=O
5 | CCCCCCc1cc2cc(-c3nnc(-c4ccc(C)cc4)o3)c(=O)oc2cc1O
5 | Cc1ccc(S(=O)(=O)C2Cc3ccccc3C2Cl)cc1 (stereo not given)
-8 | COc1ccc(S(=O)(=O)c2cnc(SCC(=O)Nc3cc(F)ccc3C)[nH]c2=O)cc1Cl
-1 | O=C(COc1ccc(F)cc1)Nc1nnc(S(=O)(=O)N2CCc3ccccc32)s1
4 | CC(=O)Nc1cccc(Nc2nc3ccccc3n3c(C)nnc23)c1
10 | CCN1CCN(c2nc(CSc3ccc(Cl)cc3)cc(=O)[nH]2)CC1
-8 | O=C(c1ccco1)N1CCN(C(=O)c2c(F)cccc2F)CC1
6 | COc1ccc(OCC(=O)Nc2ccc(N3CCOCC3)c(Cl)c2)cc1
-5 | CCS(=O)(=O)N1CC(=O)N(c2cccc(Cl)c2C)C(C)(C(=O)NC2CCCCC2)C1 (stereo not given)
12 | O=C(c1cc(CN2CCC(Cc3ccccc3)CC2)on1)N1CCc2[nH]ncc2C1
4 | C=C(C)Cn1c(SCC(=O)OC)nc2sc3c(c2c1=O)CCC3
1 | COc1cc(C2CC(=O)Nc3c2c(C)nn3-c2nncc(-c3ccc(C)cc3)n2)cc(OC)c1OC (stereo not given)
2 | C/C(=N/NC(=O)COc1ccc(Cl)cc1)c1ccc2c(c1)CCC2
2 | Cc1ccccc1CC(=O)N1CCC(N2CCCC(C(=O)NC3CC3)C2)CC1 (stereo not given)
3 | Cc1ccc(C)n1-n1cnc2sc3c(c2c1=O)CCCCC3
5 | COc1cc(/C=C2\SC(=Nc3cccc(Cl)c3C)NC2=O)ccc1O
-7 | O=C(C1CC1)N1c2ccccc2Sc2ccccc21
-1 | O=C(O)Cn1nnc(-c2ccccc2F)n1
0 | O=C(NC1CCCc2ccccc21)c1ccc2c(c1)sc1nc(-c3ccccc3)cn12 (stereo not given)
3 | Cc1ccccc1-c1nnc(NC(=O)N2CCC(c3ccccc3F)C2)s1 (stereo not given)
2 | CCN(CC)CCSc1nc2sc3c(c2c(=O)n1-c1ccc(OC)cc1)CCCC3
-5 | Cc1cc(-c2ccccc2)nc(COC(=O)C(c2ccc(Cl)cc2)C(C)C)n1 (stereo not given)
3 | COc1cc(OC)cc(C(=O)OCC(=O)c2ccc(OS(=O)(=O)c3ccc(C)cc3)cc2)c1
-6 | CCN(Cc1nccn1C)C(=O)c1ccc(N(C)C)nc1
-1 | CSc1nc(C(=O)N2CCc3onc(-c4ccc(Cl)cc4)c3C2)cs1
10 | COc1cc2c(cc1OC)C(/C=C1\SC(NC(=O)c3ccccc3)=NN1c1ccccc1)=NCC2
13 | CC(=O)Nc1ccc(OCCC2CCCCC2)cc1
9 | CCOc1ccccc1CNc1ncnc2onc(-c3ccc(F)cc3)c12
5 | O=C(Nc1ccc(OC(F)(F)F)cc1)c1cc2nc(-c3ccco3)cc(C(F)(F)Cl)n2n1
4 | COc1cccc2c1OCC(NCc1nc3ccccc3[nH]1)C2 (stereo not given)
9 | Cc1ccc(NC(=O)CN2C(=O)COc3ccc(S(=O)(=O)N4CCCCC4)cc32)cc1N(C)C
-7 | O=C(NCc1cccc(Br)c1)C1CCN(C(=O)c2sccc2-n2cccc2)CC1
-11 | COC(=O)C(=O)Cc1nc(OC)ccc1[N+](=O)[O-]
8 | CCc1ccc(-c2cc(C(F)(F)F)n3nc(C(=O)Nc4ccn(C56CC7CC(CC(C7)C5)C6)n4)cc3n2)s1
-5 | CC(C)c1cc(C(=O)N2CCN(c3ccccn3)CC2)cs1
4 | CC(C)c1nn2c(C(F)(F)F)nnc2s1
2 | O=C(NCc1cccnc1)c1ccc(N2CCC(NCc3cccc(C(F)(F)F)c3)CC2)cc1
-6 | CCC(CO)NC(=O)CC(c1ccccc1)c1ccccc1 (stereo not given)
0 | N#Cc1cc([N+](=O)[O-])ccc1Oc1ccc(/C=N/NC(=O)C(O)(c2ccccc2)c2ccccc2)cc1
-5 | Cn1c(=O)n(C/C=C/c2ccccc2)c(=O)c2c1nc1n2CCN1c1ccc(Cl)cc1
-11 | Cc1ccc(Cn2c(=O)n(-c3ccc(C)c(C)c3)c(=O)c3c(C)c(C)sc32)cc1
4 | COc1ccc(C2C3=C(CCCC3=O)OC(=N)C2C#N)cc1O (stereo not given)
8 | CCn1nc(C)c(CNC(=O)c2cc(NC(=O)C3CCCCC3)cc3ncn(CCOC)c23)c1C
10 | Cc1ccc(/C=N/NC(=O)COc2c(Br)cc(Br)cc2Br)o1
-10 | COc1ccc(C(=O)N2CCCCCC2)cc1S(=O)(=O)N(C)C
-1 | CC(C)Oc1ccccc1C1NC(=S)N=C(c2ccccc2)C1C(=O)c1ccccc1 (stereo not given)

More structures.
RBX1-CUL1 inh | Structure
3 | CC(C)NC(=O)CN1CCN(C(=O)C2CCC(=O)N(C3CC3)C2)CC1 (stereo not given)
0 | COc1cc(CC2(CCC(=O)N3CCOc4ccc(Cl)cc4C3)CCC(=O)N2)ccc1F (stereo not given)
9 | CSc1ccc(C2C(C(=O)OC(C)C)=C(C)N=c3s/c(=C\c4cccs4)c(=O)n32)cc1 (stereo not given)
3 | COc1cc(/C=C2\C(=O)NN(c3ccccc3)C2=O)cc(Br)c1OCCCOc1ccccc1

Compound activity as filed in PubChem.

Some of the compounds tested; count on the stated rates, not on these rows.
